Giardia killer: kills Giardia lamblia; AID 540267; Giardia lamblia trophozoite viability; activity change, % at 7.66 µM, hits read low; 340,000 compounds, 0.15% hits; in the data active = activity change below about -80%; inconclusive = between about -30% and that limit;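 also: parasites exposed to compound for two days anaerobically before the ATP read; % is scaled to controls: 0 for no effect and ±100 for the full control effect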
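Each well holds 100 Giardia trophozoites and compound. After two days (48 hrs) at 37 deg C in anaerobic conditions, ATP is quantified by luminescence.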
KCNH2 WT inh: blocks the wildtype human KCNH2 potassium channel | Q12809 | U2OS, BacMam KCNH2, thallium flux FluxOr; active compounds read low | activity change, % at 1.84 µM | 340,000 compounds, 0.37% hits | AID 720551;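 active = maximum activity change below -70%; inconclusive = maximum activity change between -70% and -50%; inactive = maximum activity change above -50%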; also: % is scaled to controls: 0 for no effect and ±100 for the full control effect
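U2OS cells transduced with wild-type KCNH2 virus are loaded with FluxOr dye for 45 min, and thallium flux is measured in kinetic reads before and after stimulation buffer. Rate constants are normalized to DMSO controls.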
TRPV1 agonist: agonists of human vanilloid receptor 1 (TRPV1) | Q8NER1 | TRPV1-expressing cells, Fluo-8 calcium influx, agonist mode | activation, % at 8.33 µM | 320,000 compounds, 0.19% hits | AID 540275; in the data active = activation above about 80%; inconclusive = between about 30% and that limit; also: 0% is about no effect
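Fluo-8 calcium influx in TRPV1-expressing cells, kinetic read (ex 480/em 520 nm). Compound added and read 3 min for agonist activity, followed by capsaicin at EC20 final and 2 min further read for enhancement.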
KCNH2 3.1 block: blocks the human KCNH2 3.1 channel isoform; U2OS KCNH2 3.1, thallium flux FluxOr; active compounds read low; activity change, % (tested at about 1.8 µM); 340,000 compounds, 0.95% hits; AID 720553;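 active = maximum activity change below -70%; inconclusive = maximum activity change from -70% to -50%; inactive = maximum activity change above -50%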;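 also: thallium influx rate constant from kinetic fluorescence after stimulation buffer; % is scaled to controls: 0 for no effect and ±100 for the full control effect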
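Thallium flux via FluxOr fluorescence (Red40 quencher, 45 min loading) in U2OS cells virally expressing the KCNH2 3.1 isoform (1.77 x 10^8 /mL virus, overnight at 37 C). Rate constants from 2-min kinetic reads post-stimulation, normalised to positive and negative controls.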
Menin-MLL TR inh: displaces Texas Red mutant MLL peptide from human menin; Menin + Texas Red MLL mutant peptide, fluorescence polarization; Potency, µM (series often up to 61.6 µM), for the others: top-dose FP activity change, negative = inhibition, actives largely listed as inhibitors; 270,000 compounds, 0.23% hits; AID 1768; active = well fitted inhibition curve with a large enough effect in the polarisation, with a control signal flat, not every such curve was filed as active; inconclusive = small, poorly fitted or top-dose-only effect, or effect the other way, or a change in a side signal; inactive = no such curve, though single readings can be large or run the other way; the % refers to the polarisation; also: potency is read from the fitted curve at half-maximal effect; % of control where 0% means no effect; many of its hits are not listed in these tables
Target sequence (O00255 whole entry, looked up): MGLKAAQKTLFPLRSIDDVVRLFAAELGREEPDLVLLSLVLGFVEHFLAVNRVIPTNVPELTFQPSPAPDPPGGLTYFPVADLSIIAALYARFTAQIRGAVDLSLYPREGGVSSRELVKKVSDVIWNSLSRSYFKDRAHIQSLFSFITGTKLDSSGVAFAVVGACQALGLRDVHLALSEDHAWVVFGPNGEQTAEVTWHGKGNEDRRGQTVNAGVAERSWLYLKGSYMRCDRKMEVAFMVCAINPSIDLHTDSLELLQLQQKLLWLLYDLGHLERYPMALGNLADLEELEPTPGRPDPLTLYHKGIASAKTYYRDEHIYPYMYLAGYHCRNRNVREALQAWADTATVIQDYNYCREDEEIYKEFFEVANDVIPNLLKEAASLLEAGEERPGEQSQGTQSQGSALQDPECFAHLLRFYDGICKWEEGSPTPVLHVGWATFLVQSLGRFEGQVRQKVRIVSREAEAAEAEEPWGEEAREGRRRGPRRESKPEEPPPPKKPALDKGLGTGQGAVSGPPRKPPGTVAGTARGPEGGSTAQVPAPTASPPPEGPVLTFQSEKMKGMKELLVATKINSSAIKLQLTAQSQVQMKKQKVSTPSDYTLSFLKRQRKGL
B2AR arrestin: recruits beta-arrestin to the human beta2-adrenergic receptor. P07550. beta-arrestin recruitment to beta2AR, cell-based reporter. Potency, µM (series often up to 46.1 µM), inactives show at the highest dose activation, most hits filed as activators. 330,000 compounds, 0.02% hits. AID 492947;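 also: potency is read from the fitted curve at half-maximal effect; 0% = DMSO controls and full agonism = EC100 isoproterenol or metaproterenol; nearly all actives have a fitted effect of over 65% in size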
Target sequence (P07550 whole entry, looked up): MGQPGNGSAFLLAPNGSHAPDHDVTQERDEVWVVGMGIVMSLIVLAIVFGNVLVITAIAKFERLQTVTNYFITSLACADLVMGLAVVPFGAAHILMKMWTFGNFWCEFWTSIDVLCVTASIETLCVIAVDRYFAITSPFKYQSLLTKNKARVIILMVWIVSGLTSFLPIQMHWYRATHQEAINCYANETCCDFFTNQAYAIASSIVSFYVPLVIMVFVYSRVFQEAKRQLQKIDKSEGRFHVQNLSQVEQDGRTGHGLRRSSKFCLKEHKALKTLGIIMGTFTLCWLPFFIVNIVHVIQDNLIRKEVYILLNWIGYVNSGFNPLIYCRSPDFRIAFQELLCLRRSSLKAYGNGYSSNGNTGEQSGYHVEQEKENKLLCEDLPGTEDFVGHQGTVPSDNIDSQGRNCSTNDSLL
GALK inhibitor: blocks human galactokinase activity | Purified GALK, Kinase-Glo residual ATP luminescence | AID 1868 | Potency, µM (highest dose often 57.5 µM), for inactives: at the highest dose activity change, negative = inhibition, hits mostly inhibitors | 270,000 compounds, 0.007% hits; also: potency is read from the fitted curve at half-maximal effect; % is scaled to controls: 0 for no effect and ±100 for the full control effect
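5 nM enzyme, 35 uM ATP, 100 uM galactose, 20 mM HEPES pH8.0, 5 mM MgCl2; 1 h RT; residual ATP by Kinase-Glo Plus luminescence, qHTS format.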
FBPA coupling cs: coupling enzyme interference in Giardia aldolase counter-screen; activity change, negative = inhibition, % at 58.2 µM, hits read low; 290,000 compounds, 0.67% hits; AID 2472; coupling enzyme system counterscreen, AmpLite Red fluorescence; in the data active = activity change below about -30%; also: % is scaled to controls: 0 for no effect and ±100 for the full control effect
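Compounds tested against the coupling enzymes alone at 57.5 uM final; readout was AmpLite Red fluorescence (525/598 nm) after 20 min at RT.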
USP2a inh: USP2a (human) protease inhibition; AID 463254; O75604; 330,000 compounds, 0.01% hits; USP2 core, Ub-CHOP2 coupled fluorogenic reporter, 485/531; Potency, µM (top dose mostly 38.3 µM), for inactives: top-dose activity change, negative = inhibition, actives largely listed as inhibitors;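 also: potency is read from the fitted curve at half-maximal effect; plate controls were DMSO wells for no effect and full inhibition by NEM control for full effect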
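Deubiquitinase activity read as fluorescence (485/531 nm) after Ub-CHOP2 cleavage activates the enterokinase reporter on its substrate; USP2 core 10nM, Ub-CHOP2 and substrate 25nM each, 30min compound preincubation then 60min RT; data normalized to NEM, curves fitted.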
CXXC DNA block: MLL CXXC-DNA interaction inhibition | Q03164 | Potency, µM (top dose mostly 115 µM), inactives show top-dose activity change, negative = inhibition, most hits filed as inhibitors | 290,000 compounds, 0.037% hits | MLL-CXXC / FITC-HOXA9 DNA fluorescence polarization; active = well fitted inhibition curve with a large enough effect in the polarisation, with a control signal flat, not every such curve was filed as active; inconclusive = small, poorly fitted or top-dose-only effect, or effect the other way, or a change in a side signal; inactive = no such curve, though single readings can be large or run the other way; the % refers to the polarisation; also: potency is read from the fitted curve at half-maximal effect
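Purified MLL-CXXC (added from a 7 uM solution) was preincubated 5 min at ambient with pinned compounds in 50 mM Tris-HCl pH 7.5, 50 mM NaCl, 1 mM DTT, 0.05% BSA. Fluorescein-labeled HOX-A9 DNA (50 nM solution) followed, 30 min, then polarization read.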
PKM2 act: activators of human pyruvate kinase M2 | purified PKM2, Kinase-Glo ATP luminescence, activation; response scale: 0% is enzyme alone, no compound | Potency, µM (series often up to 57.5 µM), for inactives: at the highest dose activation, usual class: activators | 260,000 compounds, 0.34% hits; also: potency is read from the fitted curve at half-maximal effect; % is scaled to controls: 0 for no effect and ±100 for the full control effect; nearly all actives have a fitted effect of over 55% in size
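hPK-M2, >95% pure; 0.1 mM ADP / 0.5 mM PEP final; imidazole pH7.2 buffer w/ 7 mM MgCl2, 50 mM KCl; 1 h RT; Kinase-Glo lum. Intermediate enzyme activity for dual inhibitor/activator qHTS.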
* hit, by the source's call; u = inconclusive; x = no result given; & = joins results of further samples; [ ] = dose if it differs, or a comment. Unless noted, calls follow the shape of the dose curve; as a rule, active = well fitted curve in the direction sought with a large enough effect; inconclusive = small, poorly fitted or top-dose-only effect, or another doubt; inactive = no such curve, though single readings can be large; an effect the other way counts as inactive or inconclusive.

Preview (five entries):
SMILES	Giardia killer	KCNH2 WT inh	TRPV1 agonist	KCNH2 3.1 block	Menin-MLL TR inh	B2AR arrestin	GALK inhibitor	FBPA coupling cs	USP2a inh	CXXC DNA block	PKM2 act
N#Cc1c2n(c3c(=O)n(Cc4ccccc4)cnc13)CCCC2	-5	5	4	11	-7%	-0.1%	1%	2	-1%	5%	-13%
CC(=O)c1ccc(S(=O)(=O)N2CCNC(=O)C2)cc1	2	11	x	4	x	0.2%	x	x	-1%	x	x
CCOc1cc(/C=N\NC(=O)Cn2nc([N+](=O)[O-])cc2C)ccc1OCc1cccc2ccccc12	-9	-19	-3	-5	-3%	-0.9%	2%	0	1%	3%	-1%
COc1nc(-c2cccs2)cc(-c2ccc(C)cc2)c1C#N	9	1	1	0	1%	-0.3%	-2%	-8	1%	15%	6%
O=C(CSc1nc2c(c(C(F)(F)F)n1)CCc1ccccc1-2)NCc1ccco1	-16	-4	u	1	2%	0.5%	0%	-4	1%	8%	3%

Results, repeating the preview:
SMILES	Giardia killer	KCNH2 WT inh	TRPV1 agonist	KCNH2 3.1 block	Menin-MLL TR inh	B2AR arrestin	GALK inhibitor	FBPA coupling cs	USP2a inh	CXXC DNA block	PKM2 act
N#Cc1c2n(c3c(=O)n(Cc4ccccc4)cnc13)CCCC2	-5	5	4	11	-7%	-0.1%	1%	2	-1%	5%	-13%
CC(=O)c1ccc(S(=O)(=O)N2CCNC(=O)C2)cc1	2	11	x	4	x	0.2%	x	x	-1%	x	x
CCOc1cc(/C=N\NC(=O)Cn2nc([N+](=O)[O-])cc2C)ccc1OCc1cccc2ccccc12	-9	-19	-3	-5	-3%	-0.9%	2%	0	1%	3%	-1%
COc1nc(-c2cccs2)cc(-c2ccc(C)cc2)c1C#N	9	1	1	0	1%	-0.3%	-2%	-8	1%	15%	6%
O=C(CSc1nc2c(c(C(F)(F)F)n1)CCc1ccccc1-2)NCc1ccco1	-16	-4	u	1	2%	0.5%	0%	-4	1%	8%	3%
CCn1nc(NS(=O)(=O)c2ccc([N+](=O)[O-])cc2)c2cc3cc(C)ccc3nc21	-9	-8	2	7	x	0.0%	-7%	x	0%	2%	x
Cc1ccc(/C([O-])=C(/C(=S)Nc2ccc(SC(F)F)cc2)[n+]2ccccc2)cc1[N+](=O)[O-]	-5	16	30	-4	u	-0.4%	1%	-31*	-5%	-2%	0%
CN1CCN(c2ccc(S(=O)(=O)N3CCOCC3)cc2NC(=O)COc2ccc(F)cc2Cl)CC1	-10	20	2	-14	x	-0.1%	-3%	x	3%	-1%	x
COc1ccc(N=Cc2oc3ccc4ccccc4c3c2O)cc1	10	-1	12	-13	u	-0.3%	0%	-2	0%	u	1%
CC(=O)NCCOC(=O)Nc1sc(=S)n(C)c1C	-9	2	-1	3	-2%	-0.6%	2%	1	1%	2%	-3%
C/C(=N\NS(=O)(=O)c1ccc([N+](=O)[O-])cc1)c1ccc(NC(=O)c2ccco2)cc1	1	3	-3	9	u	0.0%	1%	-1	2%	-5%	-16%
O=C(COc1ccc(Cl)cc1)NCCN1CCCC1	-15	21	2	-13	-6%	0.1%	7%	2	-2%	2%	-1%
O=C(CSc1nnnn1-c1cccnc1)NCc1cccs1	-9	-1	1	6	11%	0.2%	6%	6	1%	-2%	0%
COc1ccc(CC2CC(=O)N(c3ccc(C)cc3)C2=O)cc1 (stereo not given)	5	-11	1	-7	0%	-0.9%	-4%	2	-1%	-3%	-2%
COc1cc(NS(=O)(=O)c2ccc(NC(=S)NC(=O)/C=C/c3ccc(F)cc3)cc2)ncn1	1	4	3	7	x	0.5%	4%	1	-5%	-14%	16%
Cc1c(NC(=S)Nc2ccc(Cl)cc2)c(=O)n(-c2ccccc2)n1C	12	-1	2	12	5%	-0.2%	0%	1	0%	1%	-1%
C=CCSc1nc2ccccc2n1C(=O)/C=C/c1ccc(OC)c(OC)c1	3	4	6	16	-1%	-0.1%	2%	0	1%	-4%	-7%
O=C(c1cccc(-c2ccccc2)c1)N1CC[C@@H](N2CCC(O)CC2)[C@H](O)C1	-12	45	11	-30	x	-0.4%	-2%	x	0%	3%	x
Nc1ncnc2c1ncn2C1CCCO1 (stereo not given)	u	-4	0	-10	u	-0.1%	x	0	11%	-9%	x
Cc1nc(-c2ccc(S(=O)(=O)N3CCCCCC3)cc2)cs1	18	3	16	17	3%	0.4%	5%	-1	0%	-1%	0%
c1ccc(OCCCN2CCCC2)cc1	-2	-9	0	-17	-10%	0.0%	3%	1	0%	15%	2%
COc1ccc(CCNC(=O)c2cc(COc3c(F)cccc3F)on2)c(OC)c1	-12	-3	17	-5	3%	-0.1%	-4%	3	4%	3%	1%
O=C(NCCC1=CCCCC1)C1CCC(=O)N(Cc2ccc(Cl)cc2)C1 (stereo not given)	3	-1	17	-11	x	-0.6%	2%	x	3%	14%	0%
CC(C)c1ccc(NC(=O)CN2C(=O)c3ccccc3S2(=O)=O)cc1	7	1	-4	-5	17%	-0.2%	7%	-2	3%	2%	x
O=C(O)CSC1c2ccccc2C(=O)N1Cc1ccccc1 (stereo not given)	-16	-8	0	-17	5%	-0.4%	2%	16	0%	1%	-8%
CC12CCC(C(=O)NCC3CCCO3)(OC1=O)C2(C)C (stereo not given)	48[activator]	-7	-4	15	13%	-0.2%	0%	0	1%	-8%	4%
O=c1c([N+](=O)[O-])c(N2CCOCC2)c2ccccc2n1-c1ccccc1	-4	-9	0	-4	12%	-0.1%	9%	3	0%	6%	2%
CC(=O)Nc1cccc(C(=O)Nc2ccc(S(=O)(=O)NC3=NCCCCC3)cc2)c1	-17	4	-1	5	x	-0.2%	x	x	1%	x	x
COC(=O)C(Cc1ccccc1)NC(=O)CNC(=O)c1ccccc1OC (stereo not given)	1	-6	-1	-3	2%	0.0%	3%	1	2%	9%	2%
CCOc1ccc2ccccc2c1/C=N/n1cncn1	-5	-6	-4	10	-21%	-0.2%	0%	-25	0%	6%	3%
O=C(Nc1ccc(-c2nc3ccccc3[nH]2)cc1)c1ccco1	-11&-10	-5	-4	-18	-9%	-0.1%	2%	-5	0%	6%	-25%
COc1ccc(NC(=O)c2cc3c(Cl)nc4ccccc4c3s2)cc1OC	5	-6	4	-1	u	7.4%	x	3	-8%	10%	0%
Cc1csc(NC(=O)c2nc3nc(C)cc(C)n3n2)n1	-9	10	-1	5	-2%	-0.2%	5%	0	2%	-8%	-9%
CC(C)(C)c1ccc(-n2ncc3c2CCCC3NC(=O)CCn2cncn2)cc1 (stereo not given)	-1	6	15	-9	x	0.1%	0%	x	-1%	29%	-2%
O=C(Nc1ccc(S(=O)(=O)Nc2nccs2)cc1)c1cnc(Cl)c(Cl)c1	8	-5	18	2	x	0.1%	-2%	5	0%	9%	-6%
COc1ccc(N2C(=O)CC(NNC(=O)c3cccnc3)C2=O)cc1 (stereo not given)	3	-8	-1	3	x	-0.6%	4%	1	8%	-6%	-8%
CCC(C)c1ccccc1N=Cc1ccc2c(c1)OCO2 (stereo not given)	-5	-7	-1	11	8%	0.0%	-1%	-3	5%	9%	x
CC(C)Oc1ccc(CNC2CCOC(C)(C)C2)cc1 (stereo not given)	8	-2	2	-20	7%	0.1%	0%	0	0%	3%	-12%
C=C(C)C(=O)N1CC2(CC(c3cccc(NC(=O)/C=C\C)c3)=NO2)C[C@H]1C(N)=O (stereo not given in full)	-10	-4	-1	20	x	-0.5%	3%	2	4%	5%	0%
CCCCNC(=O)COC(=O)c1cc(Br)ccc1Cl	4	-3	11	-5	-22%	0.0%	-1%	2	2%	0%	11%
C/C(=N\NC(=O)c1c(Br)c(C)nn1C)c1cccc(NC(=O)c2ccccc2F)c1	1	2	-5	-4	4%	-0.2%	3%	-2	-1%	6%	-19%

Looked up by structure from the list above:
SMILES	Giardia killer	KCNH2 WT inh	TRPV1 agonist	KCNH2 3.1 block	Menin-MLL TR inh	B2AR arrestin	GALK inhibitor	FBPA coupling cs	USP2a inh	CXXC DNA block	PKM2 act
CC(C)(C)c1ccc(-n2ncc3c2CCCC3NC(=O)CCn2cncn2)cc1 (stereo not given)	-1	6	15	-9	x	0.1%	0%	x	-1%	29%	-2%
O=C(Nc1ccc(S(=O)(=O)Nc2nccs2)cc1)c1cnc(Cl)c(Cl)c1	8	-5	18	2	x	0.1%	-2%	5	0%	9%	-6%

Bioassay records from PubChem BioAssay.

These rows are one share of the data (hit frequency here may not be typical).
